Screens deposited in PubChem BioAssay by National Center for Advancing Translational Sciences (NCATS).
VP16 counter: Gal4-VP16 reporter inhibition counter-screen | Drosophila S2 Gal4-VP16 UAS-luciferase, luminescence, 20 h | Potency, µM (titrated, usually from 53.6 µM), for inactives: at the highest dose activity, negative = inhibition, most hits filed as inhibitors | 310,000 tested, 3.5% active | AID 2546;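 note: Gal4-VP16 expression switched on by copper sulfate through the metallothionein promoter; potency is the fitted concentration of half-maximal effect; % is set by controls: 0 for no effect and ±100 for the full control effect; nearly all actives have a fitted effect of over 50% in size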
FLuc modulator: inhibits or activates purified firefly luciferase, miR-21 counter-screen; P08659; 360,000 tested, 6.9% active; Potency, µM (series often up to 57.5 µM), for the others: at the highest dose activity change, negative = inhibition, actives largely listed as inhibitors; AID 588342; purified FLuc, Km substrates, luminescence inhibition;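 note: potency is the fitted concentration of half-maximal effect; plate controls were vehicle for no effect and reference inhibitor for full effect; nearly all actives have a fitted effect of over 55% in size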
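Biochemical qHTS of compounds, final roughly 60 µM downward over six points, against 10 nM purified firefly luciferase using Km concentrations of substrates (10 uM D-luciferin, 10 uM ATP) in Tris acetate pH 7.5 buffer; luminescence output.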
p53 reactivator: mutant p53 re-activation in reporter cells; H1299 p53-A138V BP100-luciferase reporter, luminescence, 24 h; Potency, µM (series often up to 92.2 µM), inactives show top-dose activity change, positive = activation, most hits filed as activators; 320,000 tested, 0.063% active; note: potency is the fitted concentration of half-maximal effect; % of control where 0% means no effect; nearly all actives have a fitted effect of over 45% in size
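p53-null H1299 cells stably carrying temperature-sensitive p53-A138V and a BP100-luciferase reporter were pinned with compounds (4-point, 1:5 series) and held 24 hrs at 37 deg C. Luminescence was read 10 min after detection reagent.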
Menin MLL FP TR: menin-MLL binding inhibition, Texas Red mutant peptide; Potency, µM (titrated, usually from 61.6 µM), without a hit: top-dose FP activity change, negative = inhibition, hits mostly inhibitors; 270,000 tested, 0.23% active; O00255; Menin + Texas Red MLL mutant peptide, fluorescence polarization; AID 1768; active = well fitted inhibition curve with a large enough effect in the polarisation, with a control signal flat, not every such curve was filed as active; inconclusive = small, poorly fitted or top-dose-only effect, or effect the other way, or a change in a side signal; inactive = no such curve, though single readings can be large or run the other way; the % refers to the polarisation; note: potency is the fitted concentration of half-maximal effect; % of control where 0% means no effect; many of its hits are not listed in these tables
Giardia killer: Giardia lamblia killing; Giardia lamblia trophozoite viability; 340,000 tested, 0.15% active; activity change, % at 7.66 µM, hits read low; in the data active = activity change below about -80%; inconclusive = between about -30% and that limit;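 note: parasites exposed to compound for two days anaerobically before the ATP read; % is set by controls: 0 for no effect and ±100 for the full control effect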
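Trophozoite viability was measured as ATP-dependent luminescence, read 15-30 min after reagent addition. Before that, parasites at 100 cells/well were exposed to compounds for 48 h, anaerobically, at 37 deg C.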
RORgamma inh: blocks mouse ROR gamma transcriptional activity | P51450 | Potency, µM (titrated, usually from 53.6 µM), inactives show top-dose activity change, negative = inhibition, most hits filed as inhibitors | 310,000 tested, 5.4% active | AID 2551 | Drosophila S2 Gal4-RORgamma UAS-luciferase reporter, 20 h; note: potency is the fitted concentration of half-maximal effect; % is set by controls: 0 for no effect and ±100 for the full control effect; nearly all actives have a fitted effect of over 60% in size
Target sequence (P51450 whole entry, looked up, the tested form may be a part): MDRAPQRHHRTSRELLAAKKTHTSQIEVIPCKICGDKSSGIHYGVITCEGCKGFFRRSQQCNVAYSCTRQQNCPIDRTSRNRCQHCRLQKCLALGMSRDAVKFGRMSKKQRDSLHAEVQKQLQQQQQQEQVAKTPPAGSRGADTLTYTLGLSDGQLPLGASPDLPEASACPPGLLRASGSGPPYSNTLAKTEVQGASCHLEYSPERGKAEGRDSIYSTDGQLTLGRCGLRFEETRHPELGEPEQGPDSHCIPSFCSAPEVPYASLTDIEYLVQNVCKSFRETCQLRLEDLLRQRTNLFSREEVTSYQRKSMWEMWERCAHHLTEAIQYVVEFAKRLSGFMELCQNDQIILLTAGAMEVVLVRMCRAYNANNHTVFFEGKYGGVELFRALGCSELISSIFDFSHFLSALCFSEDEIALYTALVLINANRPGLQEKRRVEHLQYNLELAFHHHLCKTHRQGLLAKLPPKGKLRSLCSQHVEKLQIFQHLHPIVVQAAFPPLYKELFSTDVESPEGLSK
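Luciferase reporter read in Schneider cells carrying Gal4-RORγ (mouse) and UAS-Photinus luciferase; cells given compound 1 h before 700 uM copper sulfate induction, then incubated 20 h at ambient temperature.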
Rab9 prom act: activates the Rab9 promoter. Huh7 Rab9 promoter-luciferase reporter, luminescence, 24 h. Potency, µM (titrated, usually from 9.22 µM), for inactives: at the highest dose activation, negative = inhibition, usual class: activators. 320,000 tested, 2.8% active; note: potency is the fitted concentration of half-maximal effect; % of control where 0% means no effect; nearly all actives have a fitted effect of over 60% in size
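Stable Rab9-luc Huh7, 1500 cells/well, 2 h settle; cmpd in DMSO, 24 h, 37 °C/5% CO2; luciferase reagent 10 min RT; luminescence.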
NPC1 promoter act: activates the NPC1 promoter; Huh7 NPC1 promoter luciferase reporter, 24 h; 320,000 tested, 2.4% active; Potency, µM (doses to about 9.22 µM), for inactives: top-dose activation, most hits filed as activators;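 note: potency is the fitted concentration of half-maximal effect; % of control where 0% means no effect; nearly all actives have a fitted effect of over 60% in size; reporter is driven by a mutant NPC1 promoter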
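Huh7 cells stably carrying NPC1 promoter–luciferase, plated in Opti-MEM with 10% FBS for 2 h, were exposed to compound in DMSO for 24 h at 37 °C; luciferase reagent was added for 10 min and luminescence read.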
BRCA1 expr act: BRCA1 expression activation | AID 624202 | MCF7-BRCA1-FFLuc reporter, luminescence, 48 h; response scale: scaled: vehicle 0%, 10 µM genistein 100% | Potency, µM (top dose mostly 46.1 µM), for inactives: at the highest dose activation, usual class: activators | 380,000 tested, 1.1% active; note: potency is the fitted concentration of half-maximal effect; nearly all actives have a fitted effect of over 80% in size; some results filed as inactive show a strong effect at the top dose
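Reporter cells (MCF7, BRCA1 promoter-firefly luciferase) received library compounds across a concentration series for 48 h. End-point luminescence was measured and concentration-effect curves derived after normalization.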
ELG1 genotox: inducers of genotoxicity in HEK293T ELG1-luciferase cells | HEK293T ELG1-luciferase reporter, luminescence, 16 h | Potency, µM (titrated, usually from 46 µM), without a hit: at the top dose activity change, positive = activation, usual class: activators | 330,000 tested, 1.3% active; note: potency is the fitted concentration of half-maximal effect; % of control where 0% means no effect; nearly all actives have a fitted effect of over 60% in size
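Screening used a luciferase reporter fused to human ELG1 in HEK293T cells. Luminescence was read on a CCD plate imager after 16 hr exposure and 30 min ONE-Glo incubation.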
PKM2 activator: PKM2 (human) enzyme activation; Potency, µM (series often up to 57.5 µM), inactives show top-dose activation, usual class: activators; AID 1631; 260,000 tested, 0.34% active; P14618; purified PKM2, Kinase-Glo ATP luminescence, activation; response scale: 0% is enzyme alone, no compound; note: potency is the fitted concentration of half-maximal effect; % is set by controls: 0 for no effect and ±100 for the full control effect; nearly all actives have a fitted effect of over 55% in size
Target sequence (P14618 whole entry, looked up): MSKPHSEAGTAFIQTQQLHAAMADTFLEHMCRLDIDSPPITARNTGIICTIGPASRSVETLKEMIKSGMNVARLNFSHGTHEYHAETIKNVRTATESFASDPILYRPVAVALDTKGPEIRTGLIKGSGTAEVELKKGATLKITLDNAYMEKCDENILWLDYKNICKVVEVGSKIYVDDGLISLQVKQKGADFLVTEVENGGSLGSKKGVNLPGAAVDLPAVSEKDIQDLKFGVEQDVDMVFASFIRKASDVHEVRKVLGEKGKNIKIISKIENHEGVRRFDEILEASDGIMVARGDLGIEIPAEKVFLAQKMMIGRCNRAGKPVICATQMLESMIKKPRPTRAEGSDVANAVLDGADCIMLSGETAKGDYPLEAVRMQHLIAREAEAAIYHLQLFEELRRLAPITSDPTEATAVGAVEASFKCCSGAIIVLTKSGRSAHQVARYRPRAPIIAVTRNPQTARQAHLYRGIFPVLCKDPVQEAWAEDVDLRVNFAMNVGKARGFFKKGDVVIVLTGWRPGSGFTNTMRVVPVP
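Kinase-Glo luminescence reports ATP generated from ADP (0.1 mM) and PEP (0.5 mM) by purified hPK-M2 after 1 h at room temperature, pH 7.2 imidazole buffer; intermediate enzyme activity allows detecting inhibitors and activators.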
Active calls of the source: *; ? = inconclusive; . = not tested or not shown; [ ] = dose if it differs, or a comment. Unless noted, calls come from the whole dose curve; as a rule, active = well fitted curve in the direction sought with a large enough effect; inconclusive = small, poorly fitted or top-dose-only effect, or another doubt; inactive = no such curve, though single readings can be large; an effect the other way counts as inactive or inconclusive. This is a subset (hit frequency here may not be typical).

SMILES	VP16 counter	FLuc modulator	p53 reactivator	Menin MLL FP TR	Giardia killer	RORgamma inh	Rab9 prom act	NPC1 promoter act	BRCA1 expr act	ELG1 genotox	PKM2 activator
Cc1ccc(NCC(=O)N/N=C\c2cccc(O)c2)cc1	-1%[10 µM]	?	8%	26%	-1	5%	-3%	-2%	29%	3%	-2%
COc1ccc(CN2CCNC(=O)C2CC(=O)NC2CCOCC2)cc1C (configuration not stated)	.	-1%	.	-5%	8	.	1%	6%	1%	6%	0%
COc1ccccc1NC(=O)CCCCC(=O)Nc1ccccc1OC	-8%	0%	?	2%	6	-21%	-1%	2%	1%	-1%	-1%
CCOC(=O)c1ccccc1NC(=O)c1cccs1	9%	2%	2%	14%	-10	-15%	7%	3%	1%	0%	5%
O=C(Nc1ccc(-c2nnn(CC(=O)N3CCN(C(=O)c4ccco4)CC3)n2)cc1)c1ccc(F)cc1	-17%	?	2%	?	5	17%	-17%	-4%	2%	-4%	.
Cc1ccc(NC(=O)CN2C(=O)NC(C)(C3CC3)C2=O)cc1S(=O)(=O)N1CCCCC1 (configuration not stated)	.	-2%	-7%	.	10	.	-7%	-1%	-24%	1%	.
Cc1ccc(C2=NN(C(=O)CCC(=O)O)C(c3cccs3)C2)cc1 (configuration not stated)	17%	-2%	-3%	.	-3	18%	-2%	-4%	4%	0%	1%
COc1ccc(-n2ncc3c(NCCN4CCOCC4)ncnc32)cc1	-14%	15µM*	20%	7%	13	3%	?	28%	92%	15µM*	-3%
CC(=O)Nc1ccc(NC(=O)c2ccc(Cn3cc(Cl)cn3)cc2)cc1	2%	2%	-19%	?	14	28%	-3%	-4%	1%	0%	-2%
CC(C)c1ccc(NC2CCCN(C(=O)C3=NN(C)C(=O)CC3)C2)cc1 (configuration not stated)	-1%	1%	-3%	.	?	2%	17%	-8%	-43%	-2%	.
CCC(C)NC(=O)CNC(=O)c1nn(-c2ccc(OC)cc2)c(=O)c2ccccc12 (configuration not stated)	1%	-11%	-2%	16%	3	9%	-1%	-3%	-14%	-3%	.
Cc1ccccc1NC(=O)COc1ccc(Br)cc1C	-5%	?	-3%	-5%	1	39%	15%	0%	-1%	15%	1%
COc1ccc(-c2noc(-c3ccco3)n2)cc1OC	?	7.6µM*	.	?	-24	-2%	.	.	?	.	-8%
CC1CC(C)CN(CC(=O)NCCc2ccc(S(N)(=O)=O)cc2)C1 (configuration not stated)	-1%	1%	6%	-2%	13	-16%	-3%	-4%	-2%	0%	-4%
CCCCC(O)(CCCC)C(=O)NN(C(=O)CCl)c1ccccc1	?	0%	-29%	2%	-14	13µM*	-4%	-6%	-34%	3%	-16%
COc1cc(/C=N/NC(=O)/C(=C\c2ccc([N+](=O)[O-])cc2)NC(=O)c2ccccc2)cc(OC)c1O	-1%	-6%	-1%	?	-11	?	0%	2%	-1%	1%	25%
CCCc1ccc(C(=O)NNC(=O)c2ccc(Cl)cc2)cc1	-5%	-3%	-11%	-2%	4	-17%	7%	3%	28%	-1%	-5%
Brc1c(-c2ccccc2)nc2n1Cc1ccccc1-2	-7%	0.85µM*	?	.	?	?	4µM*	?	-1%	18µM*	-1%
COCc1cc(CN(C)C(=O)c2oc3c(F)cccc3c2C)[nH]n1	-18%	1%	-3%	-9%	-12	-7%	2%	-3%	30%	7%	7%[0.46 µM]
Cc1ccc(C(=O)COC(=O)c2ccc(Br)o2)cc1C	0%	11µM*	2%	-16%[11.7 µM]	-16	34%	16%	2%	5%	4%	-2%
COc1ccc(CNCC(=O)Nc2cccc(S(N)(=O)=O)c2)cc1	-2%[10 µM]	0%	-6%	3%	-15	1%	-8%	3%	-14%	-5%	-19%
CC(=O)N/N=C(\C)CC(=O)Nc1ccc2c(c1)OCCO2	-22%	5%	-2%	9%	7	-2%	1%	0%	-1%	0%	-14%
Fc1ccccc1COc1cccc(/C=N/n2cnnc2)c1	-6%	3%	-5%	-16%	-30	24%	8%	11%	32%	4%	-1%
OCC#Cc1cnc2ccccc2c1	-7%	2%	4%	3%	-6	9%	-5%	13%	75%	10%	-5%
COCCOC(=O)C1=C(C)NC2=C(C(=O)CCC2)C1c1ccc(N(C)C)cc1 (configuration not stated)	-7%	2%	4%	-7%[11.7 µM]	-4	-20%	10%	-1%	3%	4%	-8%
CC(O)(CS(=O)(=O)Cc1ccccc1)C(=O)Nc1ccc(C(F)(F)F)cc1 (configuration not stated)	-13%	-2%	-5%	10%	10	?	-1%	-2%	-1%	-5%	-6%
COc1cccc(-c2cc3nc(-c4ccccc4)cc(N4CCC5(CC4)OCCO5)n3n2)c1	-6%	7%	1%	-14%	5	16%	2%	1%	-41%	-6%	0%
O=C(CN1CCCCC1)Nc1cccc(-n2cnnn2)c1	19%	3%	1%	12%	-6	-17%	0%	-1%	7%	-1%	-4%
CC(=O)C1=C(O)C(=O)N(CCCN2CCOCC2)C1c1ccccc1[N+](=O)[O-] (configuration not stated)	6%	?	6%	.	-5	9%	26%	?	-12%	3%	2%
Cc1cccc(-n2ncc(Cl)c(Cl)c2=O)c1	14µM*	1%	-10%	-5%	12	?	-54%[inhibitor]	-44%[inhibitor]	-89%	-14%	-6%
COc1ccc(-c2[nH]c(-c3ccc(Cl)cc3)nc2SCC(=O)Nc2nccs2)cc1	?	2%	-3%	?	-17	-42%	-3%	-4%	-54%	-1%	-5%
CC(C)(C)N1C(=O)c2ccccc2NC(=O)N1Cc1ccc(Br)cc1	1%	3%	-3%	0%	19	16%	-1%	-2%	0%	-2%	9%
Cc1cc(Oc2ccc([N+](=O)[O-])cc2)nc(N2CCOCC2)n1	-3%	2%	0%	.	7	-12%	-1%	0%	-4%	1%	-6%
C=CCn1c(C)cc(C(=O)COc2nncc3ccccc23)c1C	?	15µM*	?	-8%	-1	39%	?	1.4µM*	?	10µM*	3%
COc1ccccc1NC(=O)Cn1nnc(C(=O)NCCc2ccccc2)c1N	-9%	0%	3%	15%	-5	5%	-2%	-7%	-11%	20%	4%
CC(=O)N(c1cccc(Br)c1)C1C=CS(=O)(=O)C1 (configuration not stated)	-5%	-2%[2.3 µM]	3%	4%	0	1%	2%	-1%	-1%	0%	-10%
CSc1nncc(=O)[nH]1	6%	3%	-10%	11%	7	-40%	0%	-7%	-39%	-7%	2%
Cc1cccc(Cc2nnc(CCC(=O)NCc3ccncc3C)o2)c1	?	?	7%	-29%	-9	25%	20%	25%	-8%	18%	11%
CN(C)S(=O)(=O)c1cccc(NC(=O)COc2ccc(C(=O)c3ccccc3)cc2)c1	?	?	8%	34%[activator]	-20	?	-7%	-8%	-50%	-12%	.
CCC(C)Nc1nc(C)nc2c1oc1ccccc12 (configuration not stated)	?	-3%	1%	.	?	-16%	-17%	1%	-20%	-6%	1%
CNC(=S)N/N=C/c1ccc(OCc2ccccc2)c(Br)c1	3.5µM*	4%	-15%	-16%	-7	1.3µM*	-5%	-3%	23%	2%	2%
COCCn1c(SCc2cc(=O)n3ccsc3n2)nnc1-c1ccncc1	-4%[10 µM]	-3%	-3%	16%	15	-12%	-3%	-4%	2%	3%	-5%
N#C/C(=N\Nc1ccccc1F)c1nc(-c2ccccc2)cs1	-2%	1%	3%	-7%	7	6%	-2%	0%	-22%	-25%	2%
CCOc1ccccc1-n1c(SCC(N)=O)nnc1-c1ccc(O)cc1	3%	-4%	-9%	1%	6	3%	-2%	-6%	4%	-3%	-11%
Cc1cccc(Nc2nc(N)c([N+](=O)[O-])c(NCc3ccco3)n2)c1	0%	?	24%	?	-9	?	-9%	-2%	-61%	-4%	0%
CN(CCc1cn[nH]c1)C(=O)C1CCC(=O)N(CC2CCCCC2)C1 (configuration not stated)	.	-1%	.	0%	-1	.	-9%	0%	-17%	-7%	-2%
Cc1cc(C(=O)NCc2cc(C(=O)O)co2)co1	0%	1%	11%	8%	-18	29%	1%	-5%	-4%	3%	3%
CCCc1cc(-c2n[nH]c(=S)n2C(C)c2ccccc2)cs1 (configuration not stated)	7.1µM*	0%	3%	-13%	-11	7.1µM*	0%	1%	-18%	-1%	7%
Cc1c(C)n2c(SCC(=O)NCc3ccc4c(c3)OCO4)nnc2[nH]c1=O	.	6%	0%	.	10	.	6%	1%	-8%	-6%	.
